EPAC1 antag: EPAC1 (human) antagonism; O95398; EPAC1 GEF assay, Rap1b-BODIPY-GDP exchange fluorescence; Potency, µM (doses to about 115 µM), without a hit: at the highest dose activity change, negative = inhibition, most hits filed as inhibitors; hit rate 0.14% among 360,000;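 also: potency is read from the fitted curve at half-maximal effect; plate controls were vehicle for no effect and positive control for full effect; nearly all actives have a fitted effect of over 50% in size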
PI5P4Ka inh: inhibitors of human PI5P4K alpha; hit rate 1.2% among 330,000; PI5P4Kalpha enzyme, ADP-Glo luminescence, 60 min; active compounds read low; P48426; max response, %; active = max response of -50% or lower; inconclusive = between -30% and -50%; inactive = -30% or higher; also: value at the top dose of about 77 µM; % is scaled to controls: 0 for no effect and ±100 for the full control effect
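Human PI5P4Kalpha with substrate in 0.038 M HEPES pH 7.4, 0.28 mM EGTA, 0.1% CHAPS, 5% DMSO; reaction started with 5 microM ATP (final), 60 min at room temperature. ADP formed read by ADP-Glo luminescence.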
WRN helicase inh: WRN helicase (human) inhibition; AID 651768; hit rate 0.46% among 360,000; WRN helicase unwinding, fluorescent forked duplex, kinetic; Potency, µM (series often up to 114 µM), inactives show top-dose activity change, negative = inhibition, hits mostly inhibitors; also: potency is read from the fitted curve at half-maximal effect; % is scaled to controls: 0 for no effect and ±100 for the full control effect; nearly all actives have a fitted effect of over 55% in size
Target sequence (Q14191 whole entry, looked up): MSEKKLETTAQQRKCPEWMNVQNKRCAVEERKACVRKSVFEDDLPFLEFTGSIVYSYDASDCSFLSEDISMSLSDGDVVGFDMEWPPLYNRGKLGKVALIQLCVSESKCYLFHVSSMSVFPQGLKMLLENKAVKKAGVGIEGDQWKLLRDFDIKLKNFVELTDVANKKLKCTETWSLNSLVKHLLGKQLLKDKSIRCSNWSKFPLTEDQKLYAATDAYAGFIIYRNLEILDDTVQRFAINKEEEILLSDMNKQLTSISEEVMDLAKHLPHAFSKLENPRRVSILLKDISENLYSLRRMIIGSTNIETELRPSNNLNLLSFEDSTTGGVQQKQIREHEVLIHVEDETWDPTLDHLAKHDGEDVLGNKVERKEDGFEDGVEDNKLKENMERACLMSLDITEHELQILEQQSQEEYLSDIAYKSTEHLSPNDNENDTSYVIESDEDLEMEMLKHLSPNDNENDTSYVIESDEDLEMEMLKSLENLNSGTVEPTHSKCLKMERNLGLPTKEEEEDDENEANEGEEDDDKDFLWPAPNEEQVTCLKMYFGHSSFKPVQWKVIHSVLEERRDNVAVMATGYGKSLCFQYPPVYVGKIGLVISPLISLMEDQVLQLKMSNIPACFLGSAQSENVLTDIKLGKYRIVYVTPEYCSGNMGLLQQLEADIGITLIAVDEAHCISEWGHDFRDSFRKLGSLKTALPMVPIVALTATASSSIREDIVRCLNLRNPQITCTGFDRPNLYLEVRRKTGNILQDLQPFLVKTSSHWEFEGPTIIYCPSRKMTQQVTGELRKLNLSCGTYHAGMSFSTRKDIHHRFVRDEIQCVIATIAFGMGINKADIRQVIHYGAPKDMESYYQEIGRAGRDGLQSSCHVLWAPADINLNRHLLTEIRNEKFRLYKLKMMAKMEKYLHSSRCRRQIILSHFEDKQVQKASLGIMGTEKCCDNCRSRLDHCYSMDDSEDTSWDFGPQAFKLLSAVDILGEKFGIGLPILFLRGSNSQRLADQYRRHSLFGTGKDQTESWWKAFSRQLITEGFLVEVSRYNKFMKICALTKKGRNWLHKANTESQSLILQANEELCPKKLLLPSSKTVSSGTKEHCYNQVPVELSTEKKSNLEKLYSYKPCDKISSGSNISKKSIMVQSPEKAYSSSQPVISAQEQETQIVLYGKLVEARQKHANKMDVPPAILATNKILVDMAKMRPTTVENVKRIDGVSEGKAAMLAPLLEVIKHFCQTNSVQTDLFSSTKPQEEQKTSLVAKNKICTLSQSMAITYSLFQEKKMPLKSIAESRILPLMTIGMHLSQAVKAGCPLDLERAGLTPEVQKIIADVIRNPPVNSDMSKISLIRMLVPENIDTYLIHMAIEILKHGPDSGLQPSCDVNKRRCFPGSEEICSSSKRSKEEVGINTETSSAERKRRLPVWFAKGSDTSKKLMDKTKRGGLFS
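Kinetic red-fluorescence monitoring (525/598 nm) tracks WRN helicase activity after 100 nM fluorophore-quencher forked duplex and 2 mM ATP are added to 20 nM enzyme pretreated 15 min at room temperature with compound.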
PLK1 PBD block: blocks phosphopeptide binding to human PLK1 polo-box domain; P53350; Plk1 PBD binding of FITC phosphopeptide, fluorescence polarization; Potency, µM, for inactives: max response, negative = inhibition, most hits filed as inhibitors; hit rate 2.8% among 360,000; AID 720504; also: potency is read from the fitted curve at half-maximal effect; series mostly up to about 57 µM; % is scaled to controls: 0 for no effect and ±100 for the full control effect; nearly all actives have a fitted effect of over 65% in size
FUS yeast rescue: rescues growth of FUS-expressing yeast | S. cerevisiae FUS-expressing, growth rescue, OD600, 24 h | Potency, µM (top dose mostly 76.6 µM), for the others: at the highest dose growth rescue (activation), usual class: activators | hit rate 0.24% among 390,000;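 also: potency is read from the fitted curve at half-maximal effect; plate controls were DMSO vehicle for no effect and reference control for full effect; nearly all actives have a fitted effect of over 55% in size; some results filed as inactive show a strong effect at the top dose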
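S. cerevisiae expressing FUS from galactose induction served as the toxicity model. Growth after 24hr at 30C, read as absorbance at 600 nm, indicates suppression of toxicity; compounds dosed at several concentrations.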
EPAC1 agonist: activates human EPAC1 exchange factor; O95398; EPAC1 agonist qHTS, biochemical assay; response scale: 100% = response to 6.5 mM cAMP; Potency, µM (top dose mostly 154 µM), without a hit: at the top dose activation, actives largely listed as activators; hit rate 0.073% among 360,000; AID 720707; also: potency is read from the fitted curve at half-maximal effect; nearly all actives have a fitted effect of over 60% in size
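Read-out is the fluorescence drop as BODIPY-GDP leaves Rap1B (480 nm excitation, 540 nm emission), recorded every 5 minutes over 30 minutes. Reactions held 100 nM EPAC1, 250 nM Rap1B–BODIPY-GDP and 50 uM GDP, with 6.5 mM cAMP setting full activation.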
IL-2 act: activators of IL-2; activation, % (series mostly up to about 46 µM); hit rate 0.065% among 360,000; AID 652025; IL-2 activation reporter assay, cell-based qHTS; stimulated with anti-CD3/CD4/CD28 beads; in transgenic mouse T cells; in the data active = activation above about 50%; inconclusive = mostly about 30% to 49%; also: 0% is about no effect
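Readout: EGFP and DsRed signals by fluorescent plate cytometry. Unstimulated transgenic mouse T cells received compound 60 min before antibody-bead stimulation, then incubated 18 h at 37 degrees C.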
Abeta rescue: compounds reversing amyloid beta toxicity in yeast. yeast expressing A-beta42, growth rescue, OD600, 48 h; response scale: 0% DMSO, 100% iron-clioquinol control. Potency, µM (doses to about 46.1 µM), without a hit: at the highest dose growth rescue, hits mostly activators. hit rate 0.063% among 410,000; also: potency is read from the fitted curve at half-maximal effect; nearly all actives have a fitted effect of over 55% in size
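Yeast A-beta toxicity model in growth medium with pinned compounds, 48 h at 30 C; growth read as absorbance at 600 nm. Normalized to FeCl3/clioquinol equimolar mix (positive) and DMSO (negative).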
* marks the source's active call; other numbers are inactive results; ? = inconclusive; . = no result given; [ ] = dose if it differs, or a comment. Unless noted, calls follow the shape of the dose curve; as a rule, active = well fitted curve in the direction sought with a large enough effect; inconclusive = small, poorly fitted or top-dose-only effect, or another doubt; inactive = no such curve, though single readings can be large; an effect the other way counts as inactive or inconclusive.

SMILES	EPAC1 antag	PI5P4Ka inh	WRN helicase inh	PLK1 PBD block	FUS yeast rescue	EPAC1 agonist	IL-2 act	Abeta rescue
COc1ccccc1-n1c(C)nnc1SCC(=O)Nc1cc(C)cc(C)c1	0%	-6	-2%	-2%	19%	0%	0.4	15%
N#CC1=C(SCC(N)=O)NC(=O)CC1c1cccc2ccccc12 (centres undefined)	-15%	-6	-24%	3%	9%	-5%	-0.7	27%
Cc1ccc(Oc2ccc(C(F)(F)F)cc2[N+](=O)[O-])c([N+](=O)[O-])n1	-7%	2	-2%	-2%	7%	4%	1.0	15%
COC(=O)C(OC(=O)c1ccccc1)C(C)Br (centres undefined)	3%	3	13%	5%	-36%	-6%	0.1	-10%
CC(c1ccccc1)N1CC(C(=O)N2CCN(c3ccccc3)CC2)CC1=O (centres undefined)	-15%	-1	-6%	-4%	21%	-1%	-1.6	15%
CCOC(=O)Cn1c2c(c(-c3ccccc3OC)cc1=O)CCCC2	1%	.	-2%	2%	12%	10%	4.8	17%
CCc1ccc(NC(=O)c2cnn3ccccc23)cc1	-14%	?	2%	-4%	2%	-8%	0.6	12%
CC(=O)c1cccc(NC(=O)N2CCCC2C(=O)NCCC(C)C)c1 (centres undefined)	0%	-2	-2%	2%	1%	0%	5.4	16%
O=C1OCCC1Sc1nnc(-c2ccco2)n1-c1ccccc1 (centres undefined)	3%	1	-2%	-10%	18%	9%	0.8	-9%
COCCCNc1nc(N)c([N+](=O)[O-])c(N2CCCCCC2)n1	16%	-2	5%[57.1 µM]	4%	-9%	-2%	-1.3	-4%
C[C@@H](C(=O)Nc1ccc2ccccc2c1)[C@@H]1C[C@@]1(C)[C@@H](NC(=O)OCc1ccccc1)c1ccccc1	1%	1	3%	-7%	18%	1%	2.2	8%
CN(c1ccc([N+](=O)[O-])cc1)c1cc2c(c3c1ccn3C)C1CCC2C1 (centres undefined)	-14%	32	0%	-1%	-16%	-6%	-0.5	22%
CC1(C(=O)NS(=O)(=O)c2cccs2)CCN1C(=O)CC1CCCC1 (centres undefined)	2%	0	-7%	-2%	-3%	11%	-0.6	12%
Fc1ccc2cc(-c3ccsc3)ncc2c1	-1%	-1	-20%	-18%	-16%	-8%	2.5	-26%
CC(C)[C@H](NC(=O)CCCn1nnc2ccccc2c1=O)C(=O)O	3%	2	5%	-10%	-15%	-1%	-1.5	1%
O=S(=O)(NCc1cn2ccsc2n1)c1ccc(Oc2ccccc2)cc1	9%	2	-13%	-9%	23%	3%	1.9	4%
Cc1cc(C(O)c2ncc(-c3cccc(F)c3)[nH]2)ccc1F (centres undefined)	-2%	11	4%	4%	6%	0%	0.1	6%
Cc1ccc(OCCSc2nnc(-c3cccs3)n2C)cc1	-2%	0	2%	0%	10%	-9%	0.1	14%
COc1ccc(NC(=O)COC(=O)CCCN2C(=O)c3ccccc3C2=O)cc1Cl	-18%	-4	-10%	-1%	.	0%	-4.3	1%
CC(=O)Nc1ccc(-n2c(C)c(C(C)=O)c(C(C)=O)c2C)cc1	0%	-4	1%	0%	-18%	-1%	0.6	2%
Cc1nc(N2CCN(C(=O)c3ccco3)CC2)nc2c1C(=O)CCC2	-2%	-1	-1%	2%	7%	8%	0.2	-5%
CCOc1ccc(C2/C(=C(/O)c3ccc4c(c3)CC(C)O4)C(=O)C(=O)N2CCCn2ccnc2)cc1OCC (centres undefined)	-6%	11	0%	-1%	10%	8%	-1.0	-28%
COc1ccc(C(=O)OCCN=C2NS(=O)(=O)c3ccccc32)cc1OC	10%	.	2%	0%	5%	1%	-3.8	-8%
CC(=O)Nc1ccc(C(=O)NNS(=O)(=O)c2ccc(C)cc2)cc1	7%	-3	7%	2%	3%	2%	-1.6	-9%
C/C(=N\NC(=O)CCc1ccccc1)C1C(=O)c2ccccc2C1=O	14%	2	-15%	-1%	19%	-10%	-1.1	0%
O=C(c1ccc[nH]c1=S)N1CCN(S(=O)(=O)c2ccc(Br)cc2Cl)CC1	6%	-15	-4%	27µM*	23%	-4%	-0.8	-14%
O=C1c2ccccc2CN1CCNS(=O)(=O)c1ccc2ccccc2c1	2%	-3	-3%	-4%	7%	-13%	0.9	20%
CCOC(=O)c1c(N)sc2c(OCC)c(Br)ccc12	0%	.	-19%	-3%	29%	?	-2.0	-42%[inhibitor]
C/C(=N/OCO/N=C(\C)c1ccccc1F)c1ccccc1F	1%	-3	3%	-7%	.	0%	-4.8	6%
COc1ccc(NC(=O)CN(C)C(=O)c2oc3c(ccc4ccccc43)c2C)cc1	-11%	-13	-6%	5%	0%	7%	1.1	8%
CCN(CC)c1nc2nonc2nc1N(CC)CC	0%	-5	6%	-10%	-17%	-7%	0.4	-8%
Nc1ccc(C(=O)N2CCCC2)cc1CS(=O)(=O)c1ccc(Cl)cc1	-6%	-4	3%	0%	0%	8%	-0.3	-4%
Cc1ccc(OC(=O)CCN2C(=O)c3ccccc3C2=O)cc1C	-11%	-2	-18%	-9%	25%	14%	-0.4	-21%
Cc1cccc(NC(=O)c2ccc(OCC(=O)NCc3ccccc3)cc2)c1C	-2%	.	-9%	-8%	20%	-3%	-0.6	-8%
O=C(Nc1nc(-c2cc3ccccc3oc2=O)cs1)c1ccco1	-12%	-5	-16%	-18%	-6%	-6%	-3.5	10%
CCOC(=O)N1CCN(C(=O)CCCn2nc(C)c3sc4ccccc4c3c2=O)CC1	9%	3	0%	-13%	18%	5%	-0.9	-13%
Cc1occc1C(=O)N1CCN(S(=O)(=O)c2ccccc2)CC1	7%	1	-30%	-12%	.	8%	-1.2	-3%
CCCCC/C=C/C1=CC(=O)C[C@H](c2ccc(Cl)cc2)C1	-13%	4	-11%	-6%	15%	-13%	0.2	4%
CS(=O)(=O)N1N=C(c2ccc3nccnc3c2)CC1c1ccccc1 (centres undefined)	0%	.	-4%	-8%	31%	9%	-1.7	13%
Cc1ccc(/C=C/C(=O)OCC(=O)NC(=O)NCc2ccco2)cc1	-3%	?	-4%[11.6 µM]	-2%	18%	4%	0.7	2%
COc1cc([N+](=O)[O-])ccc1NC(=O)COC(=O)CCOc1ccc(C)cc1	-2%	2	-17%	-29%	6%	-7%	-0.9	-26%
Cc1cc(F)ccc1S(=O)(=O)N1CCCOC1CNC(=O)C(=O)NCCN1CCOCC1 (centres undefined)	5%	3	-3%	-6%	2%	3%	0.1	-11%
O=C(Cn1cc(SCc2ccccc2Cl)c2ccccc21)N1CCOCC1	?	18	-7%	-9%	.	7%	0.2	14%
O=C(c1ccco1)N1CCN(C(=O)C2CCN(S(=O)(=O)c3cccc4nsnc34)CC2)CC1	17%	4	2%	-19%	8%	1%	-1.4	10%
COc1ccccc1C(=O)COC(=O)c1nc(Cl)ccc1Cl	-14%	-8	3%	-1%	-13%	6%	-3.7	24%
CCOC(=O)c1cccc(NS(=O)(=O)c2c(C)[nH]c(C)c2C(=O)N2CCCC2)c1	24%	4	-1%	-17%	20%	-10%	-1.7	-11%
Cc1ccc(-c2nn3c(C)nnc3s2)cc1NC(=O)COc1ccc(Cl)cc1	0%	-1	-10%	-7%	-7%	-16%	-3.6	2%
Cc1ccc(C)c(C(=O)COC(=O)c2cc(Cl)nc3ccccc23)c1	-4%	1	2%	-9%	-14%	2%	0.1	-12%
CC(C)C(=O)Nc1ccc(S(=O)(=O)Nc2ccccn2)cc1	1%	-6	-2%	-13%	16%	3%	0.8	-14%
O=C(c1ccc(Br)cc1)c1cc([N+](=O)[O-])ccc1N1CCOCC1	-3%	3	0%	-24%	-6%	-2%	0.4	2%

Complete entries, quoted from the list. Screens in order: EPAC1 antag	PI5P4Ka inh	WRN helicase inh	PLK1 PBD block	FUS yeast rescue	EPAC1 agonist	IL-2 act	Abeta rescue
Results for O=C(c1ccc(Br)cc1)c1cc([N+](=O)[O-])ccc1N1CCOCC1 → -3%	3	0%	-24%	-6%	-2%	0.4	2%
Results for Cc1cc(F)ccc1S(=O)(=O)N1CCCOC1CNC(=O)C(=O)NCCN1CCOCC1 (centres undefined) → 5%	3	-3%	-6%	2%	3%	0.1	-11%
Results for Cc1ccc(-c2nn3c(C)nnc3s2)cc1NC(=O)COc1ccc(Cl)cc1 → 0%	-1	-10%	-7%	-7%	-16%	-3.6	2%
Results for COc1ccccc1C(=O)COC(=O)c1nc(Cl)ccc1Cl → -14%	-8	3%	-1%	-13%	6%	-3.7	24%

The list goes on:
SMILES	EPAC1 antag	PI5P4Ka inh	WRN helicase inh	PLK1 PBD block	FUS yeast rescue	EPAC1 agonist	IL-2 act	Abeta rescue
COc1cccc(CN(C(=O)c2cc3ccccc3oc2=O)C2CC2)c1	5%	2	-1%	-9%	11%	2%	-3.7	-10%
CCOc1cc(C(C(=O)NCC2CCCO2)N(C(=O)Cn2nnc3ccccc32)c2ccc(C(C)=O)cc2)ccc1O (centres undefined)	9%	4	-1%	?	-15%	-12%	1.5	-14%
COc1ccc(C2CC(c3cccs3)=NN2C(=O)CCC(=O)O)cc1 (centres undefined)	-8%	-4	-2%	0%	19%	0%	0.1	-14%
CCCC(C)c1nnc(NC(=O)CCS(=O)(=O)Cc2ccccc2)s1 (centres undefined)	-7%	-11	-8%	13µM*	18%	0%	0.2	-11%
O=C(Nc1ccnn1C1CCN(Cc2cccc(OCCO)c2)CC1)C1CCCC1	-1%	-2	4%	-2%	22%	10%	-1.3	5%
O=C(COc1ccc(F)c(Cl)c1)N1CCCCCCC1	-13%	3	2%	-5%	-3%	-7%	-2.1	6%
COc1ccc(CC(=O)N/N=C(/C)c2ccco2)cc1	6%	-5	0%	0%	1%	-5%	-1.3	-22%
CC(=O)OCC(=O)c1c[nH]c2ccccc12	1%	6	4%	3%	-21%	10%	-0.3	7%
CN(C)S(=O)(=O)c1ccc(C(=O)/C=C/c2cccnc2)cc1	-7%	1	-2%[57.1 µM]	-3%	-34%	-11%	-0.8	5%
Oc1ccccc1N1CCN(Cc2ncc(-c3ccccc3)o2)CC1	-8%	6	-7%	-4%	30%	-10%	-3.6	9%
N#CCCn1cc(C(=O)Nc2ccccc2Br)c(-c2cccs2)n1	8%	2	-3%	-12%	20%	2%	-1.1	-11%
CCOC(=O)C1(Cc2ccc(OC)cc2)CCN(C(=O)CN2CCOC2=O)CC1	6%	1	16%	-1%	19%	-1%	-0.2	-5%
CC(C)Cn1c(N)c(C(=O)COC(=O)c2ccccc2Cl)c(=O)n(C)c1=O	-17%	1	4%	6%	15%	6%	-1.6	11%
CC(C)OC(=O)c1c(N)sc2c1CCCC2	-5%	.	-9%	24µM*	47%	7%	-2.5	13%

Screening results as filed in PubChem.
